NPC1 prom act: activates the NPC1 promoter; Huh7 NPC1 promoter luciferase reporter, 24 h; Potency, µM (top dose mostly 9.22 µM), inactives show at the top dose activation, actives largely listed as activators; 2.4% of 320,000 active;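 also: potency is read from the fitted curve at half-maximal effect; % of control where 0% means no effect; nearly all actives have a fitted effect of over 60% in size; reporter is driven by a mutant NPC1 promoter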
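Huh7 cells stably carrying NPC1 promoter–luciferase, plated in Opti-MEM with 10% FBS for 2 h, were exposed to compound in DMSO for 24 h at 37 °C; luciferase reagent was added for 10 min and luminescence read.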
BRCA1 expr up: increases BRCA1 expression; MCF7-BRCA1-FFLuc reporter, luminescence, 48 h; response scale: scaled: vehicle 0%, 10 µM genistein 100%; Potency, µM (top dose mostly 46.1 µM), for inactives: at the highest dose activation, hits mostly activators; 1.1% of 380,000 active; AID 624202; also: potency is read from the fitted curve at half-maximal effect; nearly all actives have a fitted effect of over 80% in size; some results filed as inactive show a strong effect at the top dose
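Luminescence from a BRCA1-driven firefly luciferase in MCF7 cells was the read-out, taken 15 min after substrate addition following 48 h compound exposure at 37 °C. Data were normalized to a 10 microM genistein control and DMSO vehicle.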
ELG1 genotoxic: induces genotoxicity in HEK293T cells with luciferase-tagged ELG1 | HEK293T ELG1-luciferase reporter, luminescence, 16 h | Potency, µM (doses to about 46 µM), without a hit: top-dose activity change, positive = activation, hits mostly activators | 1.3% of 330,000 active; also: potency is read from the fitted curve at half-maximal effect; % of control where 0% means no effect; nearly all actives have a fitted effect of over 60% in size
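ELG1-luciferase HEK293T cells, 2,000/well; compound pinned in; 16 hr, 37 °C, 5% CO2; ONE-Glo, 30 min RT; luminescence on CCD imager.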
TRPV1 ag: activates the human vanilloid receptor TRPV1 | Q8NER1 | TRPV1-expressing cells, Fluo-8 calcium influx, agonist mode | activation, % at 8.33 µM | 0.19% of 320,000 active | AID 540275; in the data active = activation above about 80%; inconclusive = between about 30% and that limit; also: 0% is about no effect
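TRPV1-expressing cells were cultured overnight at 35.5C and loaded with Fluo-8 calcium dye for 40 to 90 min at room temperature. After a 10 s baseline, compound was added and calcium influx was read kinetically for 3 min (ex 480/em 520 nm).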
Gal4-VP16 FLuc: Gal4-VP16 reporter inhibition counter-screen; Drosophila S2 Gal4-VP16 UAS-luciferase, luminescence, 20 h; Potency, µM (series often up to 53.6 µM), for inactives: at the highest dose activity, negative = inhibition, most hits filed as inhibitors; 3.5% of 310,000 active;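 also: Gal4-VP16 expression switched on by copper sulfate through the metallothionein promoter; potency is read from the fitted curve at half-maximal effect; % is scaled to controls: 0 for no effect and ±100 for the full control effect; nearly all actives have a fitted effect of over 50% in size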
Tb PFK block: inhibitors of T. brucei phosphofructokinase; T. brucei PFK, ADP-Glo luminescence; Potency, µM (titrated, usually from 57.5 µM), without a hit: at the top dose activity, negative = inhibition, actives largely listed as inhibitors; 0.17% of 330,000 active;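 also: potency is read from the fitted curve at half-maximal effect; 0% = uninhibited 1x PFK enzyme wells and -100% = no-enzyme wells; nearly all actives have a fitted effect of over 60% in size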
Target sequence (O15648 whole entry, looked up): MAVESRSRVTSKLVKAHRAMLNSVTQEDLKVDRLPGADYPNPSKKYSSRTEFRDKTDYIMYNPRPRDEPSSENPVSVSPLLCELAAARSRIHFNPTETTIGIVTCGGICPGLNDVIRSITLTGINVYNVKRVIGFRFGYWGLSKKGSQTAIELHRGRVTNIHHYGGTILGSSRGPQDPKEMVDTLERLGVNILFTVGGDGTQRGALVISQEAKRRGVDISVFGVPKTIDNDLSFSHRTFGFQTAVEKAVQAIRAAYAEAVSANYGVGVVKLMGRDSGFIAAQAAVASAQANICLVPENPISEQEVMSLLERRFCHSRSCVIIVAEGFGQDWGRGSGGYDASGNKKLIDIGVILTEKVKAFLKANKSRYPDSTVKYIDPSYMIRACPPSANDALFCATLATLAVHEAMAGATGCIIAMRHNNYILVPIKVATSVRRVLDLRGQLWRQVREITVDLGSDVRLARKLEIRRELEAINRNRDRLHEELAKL
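1.25 nM PFK with 0.5 mM F6P and 0.1 mM ATP in 0.1 M TEA pH 8.0, 5 mM MgCl2, incubated 45 min at room temperature; ADP measured by ADP-Glo luminescence; compounds titrated up to 57 uM.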
Rab9 prom act: activates the Rab9 promoter; 2.8% of 320,000 active; Huh7 Rab9 promoter-luciferase reporter, luminescence, 24 h; AID 485297; Potency, µM (titrated, usually from 9.22 µM), for inactives: at the highest dose activation, negative = inhibition, hits mostly activators; also: potency is read from the fitted curve at half-maximal effect; % of control where 0% means no effect; nearly all actives have a fitted effect of over 60% in size
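Promoter activation is measured as luciferase luminescence in Huh7 cells stably transfected with a Rab9 promoter–luciferase construct, following 24 h compound exposure at 37 °C and 10 min reagent incubation at ambient temperature.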
FLuc counter: inhibits or activates purified firefly luciferase, miR-21 counter-screen; P08659; purified FLuc, Km substrates, luminescence inhibition; Potency, µM (top dose mostly 57.5 µM), for the others: at the highest dose activity change, negative = inhibition, usual class: inhibitors; 6.9% of 360,000 active;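 also: potency is read from the fitted curve at half-maximal effect; plate controls were vehicle for no effect and reference inhibitor for full effect; nearly all actives have a fitted effect of over 55% in size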
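Biochemical qHTS of compounds, final roughly 60 µM downward over six points, against 10 nM purified firefly luciferase using Km concentrations of substrates (10 uM D-luciferin, 10 uM ATP) in Tris acetate pH 7.5 buffer; luminescence output.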
p53 reactivation: mutant p53 re-activation in reporter cells | Potency, µM (titrated, usually from 92.2 µM), inactives show at the highest dose activity change, positive = activation, hits mostly activators | AID 504706 | 0.063% of 320,000 active | H1299 p53-A138V BP100-luciferase reporter, luminescence, 24 h; also: potency is read from the fitted curve at half-maximal effect; % of control where 0% means no effect; nearly all actives have a fitted effect of over 45% in size
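p53-null H1299 cells stably carrying temperature-sensitive p53-A138V and a BP100-luciferase reporter were pinned with compounds (4-point, 1:5 series) and held 24 hrs at 37 deg C. Luminescence was read 10 min after detection reagent.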
ELG1 DNA repair: inhibitors of ELG1-dependent DNA repair in HEK293T cells; HEK293T ELG1-luciferase reporter, luminescence, 16 h; DNA damage induced by 5-fluorouridine; 2.3% of 330,000 active; Potency, µM (highest dose often 46.1 µM), inactives show top-dose activity change, negative = inhibition, usual class: inhibitors; AID 504467; also: potency is read from the fitted curve at half-maximal effect; % is scaled to controls: 0 for no effect and ±100 for the full control effect; nearly all actives have a fitted effect of over 55% in size
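DMSO vehicle served as the neutral condition. Each well held 2,000 cells given 5-fluorouridine plus compound; after 16 hr at 37 °C/5% CO2, ONE-Glo was added and luciferase measured 30 min later.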
RORgamma inh: inhibitors of mouse ROR gamma transcriptional activity | Potency, µM (doses to about 53.6 µM), inactives show at the highest dose activity change, negative = inhibition, actives largely listed as inhibitors | Drosophila S2 Gal4-RORgamma UAS-luciferase reporter, 20 h | P51450 | 5.4% of 310,000 active | AID 2551; also: potency is read from the fitted curve at half-maximal effect; % is scaled to controls: 0 for no effect and ±100 for the full control effect; nearly all actives have a fitted effect of over 60% in size
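Drosophila S2 cells stably expressing Gal4-DBD/mouse RORγ fusion under metallothionein promoter plus UAS-luciferase; compound 1 h, then 700 uM CuSO4 induction for 20 h at ambient temperature; inhibition read as reduced luminescence.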
* hit, by the source's call; ? = inconclusive; . = not tested or not shown; & = joins results of further samples. Unless noted, calls follow the shape of the dose curve; as a rule, active = well fitted curve in the direction sought with a large enough effect; inconclusive = small, poorly fitted or top-dose-only effect, or another doubt; inactive = no such curve, though single readings can be large; an effect the other way counts as inactive or inconclusive. No enrichment for hits, and some 15% of all compounds hit somewhere here.

1: COc1ccc(Cn2nnnc2CN(Cc2cc3cc(C)ccc3[nH]c2=O)C2CCCC2)cc1
2: CCN(CC)CCn1c(NS(=O)(=O)c2ccc(Cl)cc2)nc2ccccc21
3: Cc1cccc(C(=O)N=c2c(C#N)cc3c(=O)n4cccc(C)c4nc3n2Cc2ccco2)c1
4: CCOC(=O)CSC1=C(C#N)C(c2ccccc2)C(C(C)=O)=C(C)N1 (configuration not stated)
5: COc1cccc(C2c3[nH]c4ccccc4c3CCN2Cc2cccc(C)n2)c1 (configuration not stated)
6: Cc1ccc(C)c(C(=O)O/N=C(\N)c2ccc(Br)cc2)c1
7: CCOc1ncnc2c1sc1nc(C)cc(C)c12
8: COc1cc(C(=O)NCC2(N(C)C)CCCCC2)ccc1OCc1ccccc1
assay / compound,1,2,3,4,5,6,7,8
NPC1 prom act,0.4%,-2.7%,1.0%,-5.4%,-2.3%,?,9.4%,1.6%
BRCA1 expr up,-27.6%,-14.4%,-35.1%&-55.9%,3.6%,-32.5%,-38.4%,12.6%,-15.7%
ELG1 genotoxic,.,-2.8%,0.6%,-1.1%,-3.6%,?,-1.4%,-1.5%
TRPV1 ag,-1.4,3.2,4.3,18.6,20.6,-0.1,.,6.2
Gal4-VP16 FLuc,?,-4.0%,-7.8%,-5.9%,-13.6%,-11.1%,-3.8%,0.8%
Tb PFK block,-8.0%,1.2%,2.3%,-1.4%,2.2%,-2.1%,2.0%,-4.2%
Rab9 prom act,-11.0%,-3.8%,2.2%,14.6%,-6.7%,27.3%,4.6%,-1.1%
FLuc counter,-6.4%,-1.5%,3.0%,3.5%,6.5%,15.1µM*,?,3.6%
p53 reactivation,.,8.1%,2.0%,-1.1%,-0.7%,?,2.7%,-4.6%
ELG1 DNA repair,?,-1.7%,?,3.9%,-19.3%,?,?,-6.0%
RORgamma inh,35.4%,-8.1%,-15.9%,-26.7%,12.6µM*,-1.7%,2.6%,-1.6%

9: COc1ccc(OC)c2[nH]c(=O)c(CCNC(=O)C(C)C)cc12
10: CN(C)c1nc(N)nc(-c2cccnc2)n1
11: CC(=O)NCC1(O)CCCC(C)C1 (configuration not stated)
12: Cc1cc(OCC(=O)NCc2ccccn2)c2c(C)c(Cc3ccccc3)c(=O)oc2c1
13: O=C(O)CSCC(=O)N1N=C2/C(=C/c3ccccc3)CCCC2C1c1ccccc1 (configuration not stated)
14: Cc1ccc(C(C)C)c(OCC(=O)Nc2ccc3c(c2)nc(CN2CCCC2)n3C)c1
15: COc1ccc(N(CC(=O)N/N=C/c2ccc(F)cc2)S(=O)(=O)c2ccccc2)cc1
16: CC(C)(C)N(NC(=O)c1ccccc1)C(=O)c1cccc(C(=O)N(NC(=O)c2ccccc2)C(C)(C)C)c1
17: CN(C)CCCNc1ncnc2c1cnn2-c1ccccc1
18: CCOC(=O)Cc1csc(Nc2ccc(Cl)cc2)n1
assay / compound,9,10,11,12,13,14,15,16,17,18
NPC1 prom act,0.0%,-1.3%,-0.1%,-0.6%,-3.7%,-3.3%,3.2%,-1.0%,17.4%,2.5%
BRCA1 expr up,-7.5%,2.1%,0.0%,-36.5%,-31.5%,-46.2%,2.6%,-14.8%,?,51.0%
ELG1 genotoxic,3.1%,-0.1%,-0.4%,-6.9%,-3.6%,-13.4%,-5.5%,-2.0%,?,2.9%
TRPV1 ag,-2.0,0.0,4.0,7.7,3.1,-9.0,0.4,1.1,0.8,2.0
Gal4-VP16 FLuc,-8.7%,1.7%,3.7%,-12.7%,-12.3%,3.0%,-1.2%,9.5%,-1.5%,-4.2%
Tb PFK block,-1.1%,4.7%,0.4%,0.0%,12.3%,-5.7%,-0.5%,2.4%,-4.3%,4.0%
Rab9 prom act,-4.4%,-8.5%,0.1%,-1.6%,0.2%,29.1%,3.9%,2.7%,29.9%,-4.4%
FLuc counter,8.8%,9.3%,-1.3%,2.5%,0.5%,0.2%,3.9%,9.4%,?,?
p53 reactivation,-0.2%,2.3%,-2.2%,4.3%,-4.8%,-2.9%,-1.3%,2.8%,?,11.6%
ELG1 DNA repair,24.6%,4.9%,5.4%,?,1.6%,13µM*,-5.7%,-15.2%,?,?
RORgamma inh,-3.5%,-10.6%,26.4%,12.2%,0.7%,?,18.2%,-20.2%,-23.0%,32.8%

Ten structures from above, sorted by molecular weight, lowest first:
11: CC(=O)NCC1(O)CCCC(C)C1 (configuration not stated)
10: CN(C)c1nc(N)nc(-c2cccnc2)n1
17: CN(C)CCCNc1ncnc2c1cnn2-c1ccccc1
18: CCOC(=O)Cc1csc(Nc2ccc(Cl)cc2)n1
9: COc1ccc(OC)c2[nH]c(=O)c(CCNC(=O)C(C)C)cc12
6: Cc1ccc(C)c(C(=O)O/N=C(\N)c2ccc(Br)cc2)c1
8: COc1cc(C(=O)NCC2(N(C)C)CCCCC2)ccc1OCc1ccccc1
14: Cc1ccc(C(C)C)c(OCC(=O)Nc2ccc3c(c2)nc(CN2CCCC2)n3C)c1
12: Cc1cc(OCC(=O)NCc2ccccn2)c2c(C)c(Cc3ccccc3)c(=O)oc2c1
16: CC(C)(C)N(NC(=O)c1ccccc1)C(=O)c1cccc(C(=O)N(NC(=O)c2ccccc2)C(C)(C)C)c1
assay / compound,11,10,17,18,9,6,8,14,12,16
NPC1 prom act,-0.1%,-1.3%,17.4%,2.5%,0.0%,?,1.6%,-3.3%,-0.6%,-1.0%
BRCA1 expr up,0.0%,2.1%,?,51.0%,-7.5%,-38.4%,-15.7%,-46.2%,-36.5%,-14.8%
ELG1 genotoxic,-0.4%,-0.1%,?,2.9%,3.1%,?,-1.5%,-13.4%,-6.9%,-2.0%
TRPV1 ag,4.0,0.0,0.8,2.0,-2.0,-0.1,6.2,-9.0,7.7,1.1
Gal4-VP16 FLuc,3.7%,1.7%,-1.5%,-4.2%,-8.7%,-11.1%,0.8%,3.0%,-12.7%,9.5%
Tb PFK block,0.4%,4.7%,-4.3%,4.0%,-1.1%,-2.1%,-4.2%,-5.7%,0.0%,2.4%
Rab9 prom act,0.1%,-8.5%,29.9%,-4.4%,-4.4%,27.3%,-1.1%,29.1%,-1.6%,2.7%
FLuc counter,-1.3%,9.3%,?,?,8.8%,15.1µM*,3.6%,0.2%,2.5%,9.4%
p53 reactivation,-2.2%,2.3%,?,11.6%,-0.2%,?,-4.6%,-2.9%,4.3%,2.8%
ELG1 DNA repair,5.4%,4.9%,?,?,24.6%,?,-6.0%,13µM*,?,-15.2%
RORgamma inh,26.4%,-10.6%,-23.0%,32.8%,-3.5%,-1.7%,-1.6%,?,12.2%,-20.2%

Source: PubChem
